Assay outcomes (PubChem)
TrxR1 substrate = rat thioredoxin reductase 1 substrate activity; O89049; Potency, µM (highest dose often 114 µM), inactives show top-dose activity change, negative = substrate turnover; purified TrxR1 substrate turnover, NADPH consumption readout; AID 588456; 390,000 tested, 0.01% active; also: potency is read from the fitted curve at half-maximal effect; % is scaled to controls: 0 for no effect and ±100 for the full control effect; nearly all actives have a fitted effect of over 50% in size
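Rat TrxR1, dispensed at 90 nM, was prereduced with 400 uM NADPH (final) for 5 min at ~22 deg C, then incubated with compound 15 min before 400 uM selenite. A first-read NADPH fluorescence drop versus no-compound background flagged substrates.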
USP1-UAF1 inh = inhibitors of human USP1/UAF1 deubiquitinase; O94782; recombinant USP1/UAF1, Ub-Rhodamine cleavage fluorescence; Potency, µM (titrated, usually from 57.1 µM), inactives show top-dose activity change, negative = inhibition, most hits filed as inhibitors; 390,000 tested, 0.23% active; AID 743255; also: potency is read from the fitted curve at half-maximal effect; % is scaled to controls: 0 for no effect and ±100 for the full control effect; nearly all actives have a fitted effect of over 60% in size; inactives centre near -12
Target sequence (O94782 whole entry, looked up): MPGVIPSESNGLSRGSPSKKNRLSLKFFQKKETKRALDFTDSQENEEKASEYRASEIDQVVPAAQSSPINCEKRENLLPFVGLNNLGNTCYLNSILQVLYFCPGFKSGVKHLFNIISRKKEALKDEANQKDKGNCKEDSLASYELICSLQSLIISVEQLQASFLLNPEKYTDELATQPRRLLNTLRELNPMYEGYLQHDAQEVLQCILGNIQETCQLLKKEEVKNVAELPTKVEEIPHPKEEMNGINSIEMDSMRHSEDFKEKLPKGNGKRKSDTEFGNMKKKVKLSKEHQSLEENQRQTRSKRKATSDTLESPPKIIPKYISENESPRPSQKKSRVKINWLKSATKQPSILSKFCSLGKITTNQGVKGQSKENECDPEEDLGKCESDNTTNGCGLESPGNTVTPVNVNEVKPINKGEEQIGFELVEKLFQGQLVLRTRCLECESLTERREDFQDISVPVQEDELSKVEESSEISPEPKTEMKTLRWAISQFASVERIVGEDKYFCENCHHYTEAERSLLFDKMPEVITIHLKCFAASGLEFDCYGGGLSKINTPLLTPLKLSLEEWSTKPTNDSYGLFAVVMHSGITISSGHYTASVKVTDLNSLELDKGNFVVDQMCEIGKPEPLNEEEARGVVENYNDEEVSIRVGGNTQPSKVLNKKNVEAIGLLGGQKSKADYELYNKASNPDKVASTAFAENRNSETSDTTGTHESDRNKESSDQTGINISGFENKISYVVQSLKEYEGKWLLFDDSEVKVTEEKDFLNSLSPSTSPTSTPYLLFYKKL
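Step one: compound is pinned into 1nM USP1/UAF1 in HEPES pH 7.8 buffer with TCEP. Step two: 15 min room-temperature incubation. Step three: Ub-Rho (150nM final) starts cleavage, tracked by fluorescence over six one-minute reads.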
RXFP1 agonist = agonists of human relaxin receptor RXFP1; Potency, µM (top dose mostly 57.5 µM), inactives show at the top dose activation, usual class: activators; HEK293T-RXFP1 cAMP TR-FRET, 30 min; response scale: percent of porcine relaxin response, buffer zero; 370,000 tested, 0.3% active; Q9HBX9; AID 2676; also: potency is read from the fitted curve at half-maximal effect; % is scaled to controls: 0 for no effect and ±100 for the full control effect; nearly all actives have a fitted effect of over 60% in size; many of its hits are not listed in these tables
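HEK293 cells stably expressing RXFP1, treated 30 min at 37C with compounds plus PDE4 inhibitor Ro 20174; cAMP measured by HTRF TR-FRET. Normalized to buffer and 29 nM porcine relaxin; EC50 by Hill fit.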
GRP78 ERSR act = ER stress response induction in glioma | U87-MG GRP78 promoter luciferase reporter, 16 h | Potency, µM, inactives show top-dose activation, most hits filed as activators | 420,000 tested, 0.02% active | AID 602332; also: potency is read from the fitted curve at half-maximal effect; series mostly up to about 76 µM; % of control where 0% means no effect; nearly all actives have a fitted effect of over 35% in size
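ERSR induction read as luciferase luminescence (Bright-Glo, 10 min at room temperature) in stably transfected human U87-MG glioma cells exposed to compounds for 16 h, using GRP78 as sensor.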
PI4K2A inh = inhibitors of human PI4K2A. 420,000 tested, 0.13% active. activity change, negative = inhibition, % at 76.9 µM. Q9BTU6. purified PI4K2A, ADP-Glo luminescence, 1 h; stronger effect = lower value; in the data active = activity change below about -50%; inconclusive = mostly about -30% to -49%;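 also: -100% = wells without enzyme as full effect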
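Compounds are screened against recombinant PI4K2A using PI as substrate and ATP, the latter dispensed at 300 microM. Reactions run one hour at ambient temperature before ADP-Glo detection; full inhibition defined by wells lacking enzyme.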
LDHA block = LDHA (human) enzyme inhibition. purified LDHA, NADH/diaphorase-resazurin fluorescence; stronger effect = lower value. activity change, % (values are at about 110 or 230 µM). 480,000 tested, 0.15% active. AID 1347041; in the data active = activity change below about -30%; inconclusive = mostly about -25% to -30%;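 also: plate controls were DMSO wells for no effect and wells without enzyme for full effect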
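Human LDH5 at 2 nM final in Tris HCl pH 7.4 with 0.06 mM NADH and 0.2 mM pyruvate, reacted 5 minutes at room temperature. Remaining NADH coupled via diaphorase/resazurin; resorufin fluorescence read at 0 and 20 minutes, normalized to enzyme-free and DMSO wells.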
mIDH1 inhibitor = blocks human mutant IDH1 R132H enzyme; 390,000 tested, 0.093% active; AID 602179; IDH1-R132H enzyme, NADPH consumption, diaphorase/resazurin fluorescence; Potency, µM (doses to about 76.6 µM), without a hit: top-dose activity change, negative = inhibition, hits mostly inhibitors; O75874; also: potency is read from the fitted curve at half-maximal effect; % is scaled to controls: 0 for no effect and ±100 for the full control effect; nearly all actives have a fitted effect of over 65% in size
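IDH1-R132H (0.5 ug/mL dispensed) in pH 7.5 Tris buffer was preincubated 30 min with compound, then given a substrate mix of 0.016 mM NADPH and 2 mM alpha-KG for 80 min at room temperature; remaining NADPH was read by diaphorase/resazurin fluorescence.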
Vif-A3F inh = inhibitors of Vif-A3F interaction; HeLa A3F-eYFP + Vif (tagged APOBEC3F with the HIV-1 protein that degrades it), YFP fluorescence increase; Potency, µM (doses to about 46.1 µM), for inactives: at the top dose activity, negative = active; AID 602313; 390,000 tested, 0.2% active; also: potency is read from the fitted curve at half-maximal effect; % of control where 0% means no effect; nearly all actives have a fitted effect of over 65% in size
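HeLa cells stably expressing Vif plus C-terminally eYFP-tagged A3F were seeded, incubated overnight at 37 deg C, dosed with compound, incubated overnight again at 37 deg C. Yellow fluorescence (Ex 488/Em 500-530) reported blocked Vif-mediated A3F-eYFP degradation.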
Vif-A3G inh = inhibitors of Vif-APOBEC3G interaction | 410,000 tested, 0.076% active | Potency, µM (series often up to 46.1 µM), for the others: top-dose activity, negative = active, usual class: inhibitors | AID 602310 | Q9HC16 | HeLa A3G-eYFP + Vif (tagged APOBEC3G with the HIV-1 protein that degrades it), YFP fluorescence, overnight;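 also: potency is read from the fitted curve at half-maximal effect; % is scaled to controls: 0 for no effect and ±100 for the full control effect; nearly all actives have a fitted effect of over 60% in size; hits raise eYFP signal because A3G escapes Vif-driven loss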
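HeLa cells stably expressing Vif and C-terminally eYFP-tagged A3G, seeded overnight at 37 deg C, then exposed to compound by pintool overnight at 37 deg C. Rise in yellow fluorescence (Ex 488/Em 500-530, Acumen) marks blocked Vif-driven A3G degradation.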
Numbers without * were called inactive; ? = inconclusive; . = no result given; & = joins results of further samples; [ ] = dose if it differs, or a comment. Unless noted, calls follow the shape of the dose curve; as a rule, active = well fitted curve in the direction sought with a large enough effect; inconclusive = small, poorly fitted or top-dose-only effect, or another doubt; inactive = no such curve, though single readings can be large; an effect the other way counts as inactive or inconclusive. An excerpt, so the mix of outcomes need not match the whole.

SMILES	TrxR1 substrate	USP1-UAF1 inh	RXFP1 agonist	GRP78 ERSR act	PI4K2A inh	LDHA block	mIDH1 inhibitor	Vif-A3F inh	Vif-A3G inh
Cc1ccc(O)c(C2=NCCNC(C(F)(F)C(F)F)=C2)c1	-15.6%	1.6%	1.3%	-4.7%	4.4	-0.8	2.4%	5.3%	1.9%
CCCn1c(N)c(C(=O)CSc2nnc3ccccn23)c(=O)n(C)c1=O	-5.3%	-10.4%	0.8%	-3.7%	-1.4	2.0	4.1%	6.6%	0.1%
C=CCO/N=C(\C)c1c(O)c(C)c(-c2ccccc2)n(-c2ccccc2)c1=O	-6.2%	-2.9%	-0.8%	-2.7%	-5.3	0.4	4.3%	-6.6%	0.6%
CC(C)Cn1c(=O)c(C(=O)NCc2ccccn2)c(O)c2ccccc21	2.9%[57.1 µM]	2.3%	3.8%	10.8%	-5.0	6.9	2.8%	-9.1%	-0.9%
CCc1ccc(N2C(=O)C3C(C2=O)N2CCCN2C3c2ccccc2)cc1 (stereo not drawn)	5.8%[57.1 µM]	3.2%	1.4%	-3.8%	-1.5	0.7	21.5%	-0.5%	-3.8%
CCOC(=O)c1[nH]c(C)c(CCC(=O)NCc2ccc(OC(C)C)cc2)c1C	-3.0%[57.1 µM]	3.7%	-1.2%	-2.8%	0.8	1.0	4.8%	-2.9%	-13.6%
COCCNC(=O)c1cc2cc(Br)cc(Br)c2oc1=O	3.6%	-16.1%	18.6%	0.1%	-2.0	-1.8	-6.7%	7.9%	-3.9%
Cc1ccc(F)c(S(=O)(=O)NC(=O)C2(C)CCN2C(=O)CC(c2ccccc2)c2ccccc2)c1 (stereo not drawn)	.	.	.	0.3%	-0.7	-0.8	.	.	3.9%
O=C1CCSC2(C(=O)N(Cc3ccc(F)cc3)c3ccccc32)N1c1cccc(F)c1 (stereo not drawn)	-3.8%	-15.0%	-1.1%	19.0%	-3.6	-1.4	28.2µM*	-5.5%	0.5%
Cc1cccc(C(=O)NC(=S)Nc2ccccc2C(=O)O)c1	7.8%	-8.3%	0.5%	-0.3%	-1.1	-7.9	14.5%	-2.9%	-6.6%
Cn1cccc1/C=N/NC(=O)c1ccn[nH]1	6.8%[57.1 µM]	-23.2%	-0.9%	0.6%	-0.3	-8.0	20.7%	10.7%	-0.3%
CCNc1cc(N2CCN(C3CCCCC3)CC2)c2noc3c2c1C(=O)c1ccccc1-3	-6.8%	?	0.7%	-4.4%	-2.0	14.7	-9.7%	?	-2.8%
CC(C)(C)c1ccc(OCC(=O)N/N=C/c2ccsc2)cc1	-6.3%	-14.7%	1.3%	0.9%	-0.5	1.4	9.8%	-29.6%	0.0%
C=CCNC(=O)CSc1nc2sc3c(c2c(=O)n1CCC)CCC3	1.0%	-17.4%	2.8%	-1.4%	3.7	-5.0	0.1%	11.0%	-5.6%
O=C(c1ccccc1)c1ccc(OCC(O)CNCc2cccc(Cl)c2)cc1 (stereo not drawn)	-18.5%[57.1 µM]	-20.0%	-3.5%	-14.7%	0.4	-11.0	7.8%	2.5%	-8.3%
CCN(CC)C(=O)CC(c1cc(OC)c(OC)c(OC)c1)c1c(O)cc(OC)cc1OC (stereo not drawn)	2.7%&0.6%	-23.7%	-1.8%	-5.5%&-4.0%	-0.8	-0.3	-8.0%	-2.7%	-0.1%&-0.3%
Cc1cc(=O)[nH]c(SCC(=O)NC(c2ccccc2)c2ccccc2)n1	3.6%[57.1 µM]	-1.0%	2.3%	-1.0%	0.6	-6.4	-5.2%	3.7%	0.5%
COc1ccccc1C(=O)NC(=O)CSc1nnc(N)s1	2.1%	-20.8%	3.6%	-0.8%	3.6	-3.1	-9.0%	10.3%	-11.0%
COc1ccc(N(CC(=O)NCc2ccco2)C(=O)CCC(=O)Nc2ccccn2)cc1	-12.2%	-14.6%	3.0%	4.0%	-0.2	-3.0	0.4%	8.6%	-0.7%
CCOC(=O)N1CCN(S(=O)(=O)c2ccc(F)c(C(=O)Nc3cc(C)cc(C)c3)c2)CC1	-0.8%	-9.1%	-0.1%	-6.0%	6.2	-0.5	-0.2%	-6.7%	1.6%
CC(=O)N1CC2(CC(c3ccccc3C(F)(F)F)=NO2)CN1c1ccc(Cl)cc1 (stereo not drawn)	.	-24.3%	.	-6.9%	-0.7	2.6	12.4%	-1.1%	1.0%
CC(C)CNS(=O)(=O)c1ccc(CCC(=O)Nc2cc(Cl)ccc2Oc2ccccc2)cc1	5.0%[57.1 µM]	-1.9%	0.2%	-2.4%	1.0	-1.9	3.6%	-31.8%	-0.7%
COc1ccc(N2C(=O)C3CCCN3C2c2cccc(C)c2)cc1 (stereo not drawn)	6.5%	-11.3%	0.5%	-7.6%	-1.6	-9.0	-1.2%	-9.6%	2.7%
COC(=O)C1=C(C)N(Cc2ccccc2)C(=O)N[C@H]1c1cccc(F)c1	8.7%[57.1 µM]	15.5%	.	-3.7%	-1.9	-6.1	-9.0%	7.5%	2.4%
COc1ccc(/C=C/C(=O)O)cc1S(=O)(=O)NCc1ccco1	-1.2%	-14.9%	0.2%	-1.8%	-3.7	-3.6	0.0%	-15.7%	-8.1%
COc1cccc(NC(=O)CSc2nc3c(sc4ccccc43)c(=O)n2CCN(C)C)c1	28.2%[57.1 µM]	3.0%	3.9%	-2.4%	-4.1	-5.3	-3.5%	-10.6%	-22.4%
COc1cccc(OC)c1C(=O)Nc1cccc(-c2ccc3nncn3n2)c1	3.3%	-4.4%	11.6%	0.2%	-3.9	-3.4	1.8%	-12.4%	-8.0%
CCOC(=O)c1sc(NS(=O)(=O)c2ccc(F)cc2)nc1C	-2.4%	-8.1%	0.3%	-0.5%	-3.7	-1.8	-3.1%	-4.4%	-0.5%
Cc1cccc(Nc2nc(N)nc(CCl)n2)c1C	1.6%[57.1 µM]	1.3%	0.7%	8.2%	1.3	-6.1	1.5%	12.1%	-9.9%
Cn1c(-c2ccc(F)cc2)cnc1NCc1ccccc1	-4.9%	-6.9%	-2.3%	0.8%	-2.6	-24.6	1.6%	-14.5%	-0.7%
CCCCN(C(C)=O)C1CC(=O)N(c2ccc(OCCC)cc2)C1=O (stereo not drawn)	1.6%	2.9%	-3.2%	-1.4%	0.2	-3.1	3.6%	8.1%	3.3%
CCN(CC)CCCCCC(=O)Nc1ccccc1C(=O)Nc1ccccc1	5.3%[57.1 µM]	-5.7%	-0.4%	-0.6%	0.5	-7.2	0.8%	-4.5%	1.1%
Cc1ncc([N+](=O)[O-])n1CC(=O)Nc1ccc(F)cc1	8.3%[57.1 µM]	-18.6%	0.1%	2.3%	2.1	-9.1	-1.5%	-3.2%	3.8%
COC(=O)C1Sc2[nH]c(=O)sc2C2c3ccccc3OC(=O)C12 (stereo not drawn)	-10.3%	-17.2%	1.8%	1.0%	1.3	0.0	8.5%	-6.1%	-3.8%
CN(C)c1ncnc2c1ncn2[C@H]1CN(Cc2ccc(Cl)cc2)C[C@@H](CO)O1	.	.	.	-3.6%	6.0	-4.4	.	.	-3.5%
Cn1c2ccccc2c2cnn(CC(=O)NCCCN3CCN(c4ccccc4F)CC3)c(=O)c21	-2.0%&4.9%	-12.4%&-6.9%	2.1%&0.3%	0.0%&1.0%	1.5&-1.1	-11.2&-10.3	0.5%&3.7%	0.4%&7.8%	0.8%&-1.2%
CC(=O)c1ccc(N2CCN(C(=O)Cn3ncc4c3-c3ccccc3OC4)CC2)cc1	-5.1%	?	3.0%	0.2%	2.9	-10.0	-14.8%	-6.9%	-3.4%
CC1Cn2c(nc3sc4c(c3c2=O)CCC4)N1CCO (stereo not drawn)	4.4%	-9.7%	4.9%	-2.9%	-0.7	0.9	7.5%	-10.0%	-7.3%
Cc1nn(Cc2ccccc2Cl)c2sc(C(=O)NCc3ccc4c(c3)OCO4)cc12	-6.2%	-11.4%	3.6%	2.4%	-10.1	-7.7	-2.7%	-10.1%	-8.4%
CN(C(=O)CSc1nc2c(c(=O)[nH]1)CCCC2)C1CCCCC1	2.4%	-14.6%	-0.2%	1.2%	2.1	-7.0	11.3%	-5.0%	0.2%
O=C(CSc1nnc(-c2ccccc2Br)o1)N1CCc2ccccc2C1	-6.4%	-25.3%	4.6%	-0.9%	-1.9	-0.4	1.4%	0.0%	-4.3%
COc1cc(NC(=S)N2CCCCC2C)cc(OC)c1OC (stereo not drawn)	-2.5%	-7.8%	1.3%	3.2%	-2.4	10.4	-7.3%	-5.6%	0.5%
O=S1(=O)N[C@@H](Cc2ccccc2)COc2ccc(Cl)cc21	.	-8.6%	.	-4.0%	-1.7	-1.5	3.8%	-13.5%	-0.4%
COc1ccc(C(=O)N/N=C(\C)CC(=O)Nc2ccccn2)cc1OC	12.2%[57.1 µM]	-25.8%	0.0%	-4.4%	-13.7	-3.7	-0.7%	-10.8%	0.5%

Compound profiles, as listed above. Screens in order: TrxR1 substrate	USP1-UAF1 inh	RXFP1 agonist	GRP78 ERSR act	PI4K2A inh	LDHA block	mIDH1 inhibitor	Vif-A3F inh	Vif-A3G inh
CC1Cn2c(nc3sc4c(c3c2=O)CCC4)N1CCO (stereo not drawn) as listed: 4.4%	-9.7%	4.9%	-2.9%	-0.7	0.9	7.5%	-10.0%	-7.3%
O=C(CSc1nnc(-c2ccccc2Br)o1)N1CCc2ccccc2C1 as listed: -6.4%	-25.3%	4.6%	-0.9%	-1.9	-0.4	1.4%	0.0%	-4.3%
